From PubChem
HT1080NT lethal – kills 2HG-producing HT-1080-NT fibrosarcoma cells; HT-1080-NT fibrosarcoma viability, CellTiter-Glo ATP luminescence, 48 h; Potency, µM (doses to about 46.1 µM), for inactives: top-dose activity, negative = less viability, most hits filed as cytotoxic; actives 1.6% (n = 360,000);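 also: NT is the 2HG producing partner of a matched IDH1 knockdown line; potency is read from the fitted curve at half-maximal effect; 0% = DMSO-treated cells and -100% = media-only wells without cells; nearly all actives have a fitted effect of over 55% in size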
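Toxicity toward the 2HG-producing NT line was scored as %Activity, normalised to DMSO and no-cell wells, from CellTiter-Glo luminescence after 48 hours' treatment.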
MCF10A rerep – inducers of DNA re-replication in MCF 10A breast cells; MCF 10A DNA re-replication, Hoechst nuclear intensity, 48 h; Potency, µM (series often up to 46.1 µM), for inactives: at the top dose activity, positive = re-replication, most hits filed as activators; actives 2.9% (n = 350,000); AID 624296; also: potency is read from the fitted curve at half-maximal effect; % of control where 0% means no effect; nearly all actives have a fitted effect of over 50% in size
ATXN2 expr inh – ATXN2 expression inhibition. Potency, µM (series often up to 57 µM), for inactives: at the highest dose activity change, negative = inhibition, hits mostly inhibitors. actives 0.72% (n = 360,000). AID 1745845. HEK-293 ATXN2-luciferase reporter, luminescence, 24 h; also: potency is read from the fitted curve at half-maximal effect; % is scaled to controls: 0 for no effect and ±100 for the full control effect; nearly all actives have a fitted effect of over 55% in size
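qHTS (up to 57 uM final) was run with 24 h compound exposure of reporter cells at 37 °C. Each well was multiplexed: SteadyGlo luminescence measured ATXN2-luciferase expression after a fluorogenic Gly-Phe-AFC viability readout (25 uM final).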
HT1080 IDH1KD tx – toxicity to HT-1080 IDH1 knockdown cells (counter line). actives 2% (n = 360,000). Potency, µM (series often up to 46.1 µM), for the others: top-dose activity, negative = toxicity, usual class: cytotoxic. HT-1080 IDH1 knockdown viability, ATP luminescence, 48 h;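 also: potency is read from the fitted curve at half-maximal effect; 0% = DMSO wells and -100% = cell-free medium wells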
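Luminescent ATP read-out (CellTiter-Glo, 10 min at room temperature) after 48 h compound exposure at 37 °C gave viability of IDH1-knockdown HT-1080 cells. Activity was normalised to DMSO and cell-free wells, then fitted as concentration-response curves.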
S2 tox – cell viability loss in ATXN counter-screen; AID 651635; actives 0.49% (n = 400,000); Potency, µM (highest dose often 56.7 µM), usual class: cytotoxic; S2 cells (HEK-293 line with an ATXN2-luciferase reporter) viability, CellTiter-Fluor protease fluorescence, 24 h; also: potency is read from the fitted curve at half-maximal effect; nearly all actives have a fitted effect of over 40% in size
IL-1B inflam inh – inhibitors of inflammasome signaling (IL-1 beta secretion) | actives 4.7% (n = 360,000) | THP-1 LPS/ATP IL-1B secretion, AlphaLISA, 16 h; stronger effect = lower value | activity change, % at 57.5 µM; in the data active = activity change below about -50%; inconclusive = mostly about -30% to -49%; also: % is scaled to controls: 0 for no effect and ±100 for the full control effect
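THP-1 cells pretreated 1 hr with compounds (up to 57.5 uM final), then stimulated with LPS (250 ng/mL final) plus ATP (1.25 mM final); secreted IL-1B measured by AlphaLISA after 16 hr, decreased signal indicating inhibition.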
SW480 rerep – DNA re-replication induction in SW480 cells. SW480 DNA re-replication, Hoechst DNA content imaging, 48 h. Potency, µM (highest dose often 46.1 µM), for the others: at the highest dose re-replication activation, usual class: activators. actives 1.8% (n = 340,000). AID 624297; also: potency is read from the fitted curve at half-maximal effect; % of control where 0% means no effect; nearly all actives have a fitted effect of over 55% in size
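Compounds, transferred as 23 nL by pin tool, were incubated with cells for 48 hr; DNA content per nucleus was then quantified by Hoechst staining and fluorescence plate imaging.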
HepG2 tox – HepG2 cytotoxicity, counter-screen for TGF-b inhibitors | Potency, µM (series often up to 46.1 µM), without a hit: top-dose activity change, negative = cytotoxicity, actives largely listed as cytotoxic | AID 588856 | HepG2 CAGA-GFP viability, ATP luminescence, 18 h | actives 0.76% (n = 410,000); also: potency is read from the fitted curve at half-maximal effect; some results filed as inactive show a strong effect at the top dose
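HepG2 CAGA-GFP cells (1000/well, DMEM with 1% FBS) received compound, then TGF-beta at 500 pg/mL final, and were incubated 18 hours at 37 degrees C. Viability was read by CellTiter-Glo luminescence. Media-only wells were set as complete cell-killing and DMSO as no toxicity.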
KB-3-1 tox – kills parental KB-3-1 adenocarcinoma cells; KB-3-1 viability, CellTiter-Glo ATP luminescence, 72 h; Potency, µM (highest dose often 46.1 µM), for the others: at the highest dose activity change, negative = cytotoxic, usual class: cytotoxic; actives 1.4% (n = 400,000); AID 1347075; also: potency is read from the fitted curve at half-maximal effect; % is scaled to controls: 0 for no effect and ±100 for the full control effect; nearly all actives have a fitted effect of over 60% in size
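KB-3-1 cells, DMEM (no phenol red) + 10% FBS; compound by pin transfer, 72 h, 37 °C. Readout: CellTiter-Glo luminescence after 10 min. Data normalized, curve-fitted.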
The depositor's hits bear a star; i = inactive; ? = inconclusive; . = not tested or not shown; [ ] = another dose, or the depositor's remark. Unless noted, calls follow the shape of the dose curve; as a rule, active = well fitted curve in the direction sought with a large enough effect; inconclusive = small, poorly fitted or top-dose-only effect, or another doubt; inactive = no such curve, though single readings can be large; an effect the other way counts as inactive or inconclusive.

SMILES	HT1080NT lethal	MCF10A rerep	ATXN2 expr inh	HT1080 IDH1KD tx	S2 tox	IL-1B inflam inh	SW480 rerep	HepG2 tox	KB-3-1 tox
Cc1nn(C)c(Cl)c1/C=N/OC(=O)c1ccc(F)cc1	0%	?	-7%	3%	i	2	-56%[inhibitor]	-9%	6%
CC1CCN(C(=O)c2ccc([N+](=O)[O-])o2)CC1	14%	?	-10%	-3%	i	-24	?	-15%	0%
CC(C)CNC(=S)N1CCC(C(=O)c2ccc3c(c2)OCCO3)CC1	-9%	5%	-12%	-2%	?	-9	-1%	-9%	-1%
CCCNc1sc(S(=O)(=O)CCC)nc1S(=O)(=O)c1ccc(C)cc1	-2%	-14%	40%[activator]	-4%	i	2	?	-4%	-15%
COc1ccc(NC2CCCN(C(=O)COc3ccc(Cl)cc3C)C2)cc1OC (stereo unspecified)	-4%	5%	-11%	-2%	i	i	0%	-25%	-4%
CCOC(=O)c1ccccc1N/C=C1\CCCC1=O	13%	19%	1%	6%	i	8	0%	2%	-3%
COc1ccc(Nc2nccc(-c3ccc([N+](=O)[O-])cc3)n2)cc1	-9%	7%	0%	-13%	?	-8	-7%	6%	15%
C[C@H](CO)N1C[C@H](C)[C@@H](CN(C)C(=O)Nc2ccc(N3CCN(C)CC3)cc2)OCc2cnnn2CCCC1=O	0%	.	5%	1%	i	4	.	-7%	-9%
CCOc1ccc(C(=O)CCC(=O)N2CCN(S(=O)(=O)c3cccc(F)c3)CC2)cc1	2%[9.24 µM]	5%	-15%	0%	i	-15	5%	-20%	-4%
CC(C)(C)NC(=O)COC(=O)c1ccc(S(=O)(=O)N2CCCC2)cc1	16%	8%	-13%	9%	i	7	0%	-13%	3%
COc1ccc(CNC(=O)c2noc(C)c2[N+](=O)[O-])cc1	5%	5%	7%	4%	i	7	4%	0%	-4%
O=C(NCc1ccccc1Cl)[C@H]1CCCN1C(=O)[C@H]1CCCN1C(=O)c1cccs1	21%	.	6%	9%	i	-8	.	.	-1%
NC(=O)C1(N2CCCCC2)CCN(C(=S)Nc2cccc(Cl)c2)CC1	-25%	3%	-9%	-1%	i	-10	-4%	-2%	-1%
Cc1ccc(S(=O)(=O)Oc2ccccc2N2C(=O)C3CC=CCC3C2=O)cc1 (stereo unspecified)	4%	4%	2%	-4%	?	19	1%	-14%	8%
COc1ccc(/C=C/C(=O)Nc2cc(S(=O)(=O)N3CCOCC3)ccc2OC)cc1	14%	-11%	-1%	5%	i	-27	2%	1%	15%
O=C(Nc1nccs1)c1ccccc1Br	7%	2%	.	14%	i	4	-9%	-3%	2%
CC(C)(C)c1ccc(OCCC(=O)OCC(=O)NC2CCS(=O)(=O)C2)cc1 (stereo unspecified)	3%	0%	8%	8%	i	1	-5%	-20%	-4%
CSc1nnc2ccc(-c3cccs3)nn12	11%	?	20%	-9%	i	-2	-204%[inhibitor]	-27%	-27%
COc1ccccc1N1CCN(C(=O)c2cccc(S(=O)(=O)Nc3ccccc3F)c2)CC1	-1%	-2%	-14%	-3%	i	12	-7%	-6%	-43%
COc1ccc(CCNc2c(N)n(Cc3ccccc3)c(=O)[nH]c2=O)cc1OC	-6%	2%	-1%	-2%	i	-55*	4%	-31%	3%
O=C1OC(Nc2ccc3c(c2)OCO3)c2ccccc21 (stereo unspecified)	?	?	-6%	18µM*	i	-124*	?	-31%	?
CC(C)(C)CC(=O)NCCc1csc(-c2ccccc2)n1	-4%	6%	13%	-4%	i	-27	3%	-25%	-10%
O=[N+]([O-])c1ccc(C=Nc2ccccc2)cc1	-21%	.	-4%	3%	i	-21	.	-31%	12%
C[C@@H]1CN([C@H](C)CO)C(=O)c2cc(C#C[C@@H](C)O)cnc2O[C@H]1CN(C)C(=O)c1ccc(F)cc1	0%	.	-9%	-7%	i	24	.	8%	16%
O=S1(=O)N=C(Nc2cccc(C(F)(F)F)c2)c2ccccc21	.	.	-8%	.	?	.	.	-29%	-3%
CCSc1nc(N)c2c3c(sc2n1)CCC3	23%	10%	10%	14%	i	10	-4%[9.22 µM]	1%	5%
Cc1cccc(OCCOC(=O)CN2C(=O)NC3(CCCC3)C2=O)c1	-5%	0%	-5%	0%	i	?	-6%	-3%	0%
O=C(CC1CCCC1)OCn1nnc2ccccc2c1=O	2%	0%	0%	5%	i	35	-2%	-1%	15%
Cc1ccc2nc(NC(=S)NC(=O)c3ccco3)sc2c1	15%	?	57%[activator]	21%	i	12	1%	1%	?
Cc1ccccc1/C=C1\C(=O)Nc2ccc(F)cc21	?	?	-27%	-17%	?	5	18%	-19%	0%

Record cards, as listed above.
Record of Cc1ccc2nc(NC(=S)NC(=O)c3ccco3)sc2c1 : HT1080NT lethal: 15%; MCF10A rerep: ?; ATXN2 expr inh: 57%[activator]; HT1080 IDH1KD tx: 21%; S2 tox: i; IL-1B inflam inh: 12; SW480 rerep: 1%; HepG2 tox: 1%; KB-3-1 tox: ?
Record of O=[N+]([O-])c1ccc(C=Nc2ccccc2)cc1 : HT1080NT lethal: -21%; MCF10A rerep: .; ATXN2 expr inh: -4%; HT1080 IDH1KD tx: 3%; S2 tox: i; IL-1B inflam inh: -21; SW480 rerep: .; HepG2 tox: -31%; KB-3-1 tox: 12%

More structures follow:
SMILES	HT1080NT lethal	MCF10A rerep	ATXN2 expr inh	HT1080 IDH1KD tx	S2 tox	IL-1B inflam inh	SW480 rerep	HepG2 tox	KB-3-1 tox
COc1ccc(OC)c(-c2csc(NC(=O)CSCC(=O)Nc3cc(C)on3)n2)c1	-2%	5%	.	0%	i	-22	5%	-8%	-3%
O=C(/C=C/c1ccco1)Nc1ccccn1	?	15µM*	-11%	?	i	59	5.2µM*	-52%	5.8µM*
Cc1ccc(Cn2nnc3c(=O)[nH]c(C4CCN(S(=O)(=O)Cc5ccccc5)CC4)nc32)cc1	?	?	?	?	i	-2	?	15%	-71%
CN1C(=O)C(CC(=O)N2CCN(C(c3ccccc3)c3ccccc3)CC2)N(C)C1=O (stereo unspecified)	-12%	1%	-37%	-9%	i	29	-6%	1%	-25%
COc1ccccc1C(=O)Nc1nnc(SCC(=O)NC2CCCC2)s1	-5%	4%	-13%	-1%	i	-29	-3%	-14%	0%
c1ccc(-c2nnc(-c3ccccn3)c(-c3ccccn3)n2)nc1	-24%	0%	-10%	-24%	i	11	-3%	-3%	-1%
Cc1ccc(S(=O)(=O)N2CCC(C(=O)OC(C)C(=O)NCc3ccc4c(c3)OCO4)CC2)cc1 (stereo unspecified)	5%	-3%	7%	2%	i	24	-1%	3%	4%
O=C(OCC(CO)OC(CO)n1ccc(=O)[nH]c1=O)c1ccccc1 (stereo unspecified)	17%	-1%	6%	20%	i	17	-3%	-4%	2%
O=C(NC1CCCCCC1)C1CC(=O)N(Cc2ccccc2)C1 (stereo unspecified)	0%	-3%	5%	-3%	i	-5	-6%	-10%	-8%
O=C(Cn1c2ccc(F)cc2c2nc3n(c(=O)c21)CCS3)Nc1ccc(Cl)cc1F	?	?	-42%	-18%	?	-4	?	0%	-2%
CCCCn1cnc2c(c(CC#N)nn2-c2ccccc2)c1=N	0%	?	5%	3%	?	-11	4%	-3%	.
CCSCc1nnc(SCC(=O)Nc2nccs2)n1CC	8%	-2%	11%	1%	i	2	-6%	5%	3%
Cc1occc1C(=O)NCc1ccccn1	-2%	-1%	2%	3%	i	-17	-6%	-28%	-5%
Oc1ccc(Cl)cc1CNCC1CCCO1 (stereo unspecified)	2%	162%[0.0737 µM]	1%	-10%	i	15	-17%	36%	15%
C/C(=N\OCC(=O)Nc1ccc2c(c1)OCCO2)c1ccc2c(c1)OCCO2	1%	3%	0%	-5%	i	-14	-8%	-17%	-1%
CC(C)(C)C(=O)NCCn1ccc2ccccc21	0%	-1%	21%	-1%	i	?	0%	-21%	-11%
O=C(Oc1ccc(/C=N/NC(=O)c2ccco2)cc1)c1ccccc1	4%	-1%	.	-6%	i	19	-16%	-16%	-8%
O=C(NCCCN1CCOCC1)c1cccc(S(=O)(=O)N2CCOCC2)c1	18%	9%	13%	-2%	i	6	5%	-26%	-5%
CC1(C)Nc2cccc3cccc(c23)N1	-3%	?	-12%	1%	?	7	4%	7%	6%
Cc1cccnc1NC(=O)CCc1nnc2ccc(N3CCC4(CC3)OCCO4)nn12	1%	1%	.	0%	i	7	-17%	-13%	2%
CCC(C(=O)NCCCN1CCCCCC1)n1nc(C)c2sc3ccccc3c2c1=O (stereo unspecified)	-2%	0%	-9%	-4%	i	0	?	3%	-3%
COCCCNC(=S)NNC(=S)Nc1ccc(OC)cc1	-2%	8%	.	7%	i	7	?	-27%	-6%
NC(=O)c1nsc(C(=O)N(c2cccc(F)c2)C(C(=O)NCc2ccccc2)c2ccc(O)cc2)c1N (stereo unspecified)	-1%	?	13%	-8%	.	-51*	12%	-15%	26%
CS(=O)(=O)N1CCN(c2ccc(NC(=O)c3cc4ccccc4o3)cc2)CC1	3%	15%	8%	9%	i	7	?	-1%	9%
